CRFBP-R2 agonist – CRF-BP/CRF-R2 complex agonism | 350,000 compounds, 0.46% hits | HEK293 CRF-R2/CRF-BP, calcium dye fluorescence (FLIPR); percent of saturating CRF peptide response | AID 588473 | activation, % at 13.2 µM;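 active means activation of at least 50%, plus an integration ratio under a set limit after plate pattern correction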;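 further: plate controls were neutral control wells without compound for no effect and CRF at EC100 for full effect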
M5 antag – blocks acetylcholine activation of human M5 receptor; P08912; CHO-hM5 cells, Fluo-8 calcium fluorescence, ACh EC80; inhibition, % at 3 µM; 360,000 compounds, 0.59% hits; AID 624040;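 active means inhibition above a per-plate cutoff, the mean of that plate's test compounds plus 3 SD, cut at about 27% in these data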;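 further: 0% = acetylcholine EC80 with DMSO and 100% = DMSO without agonist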
Target sequence (P08912 whole entry, looked up): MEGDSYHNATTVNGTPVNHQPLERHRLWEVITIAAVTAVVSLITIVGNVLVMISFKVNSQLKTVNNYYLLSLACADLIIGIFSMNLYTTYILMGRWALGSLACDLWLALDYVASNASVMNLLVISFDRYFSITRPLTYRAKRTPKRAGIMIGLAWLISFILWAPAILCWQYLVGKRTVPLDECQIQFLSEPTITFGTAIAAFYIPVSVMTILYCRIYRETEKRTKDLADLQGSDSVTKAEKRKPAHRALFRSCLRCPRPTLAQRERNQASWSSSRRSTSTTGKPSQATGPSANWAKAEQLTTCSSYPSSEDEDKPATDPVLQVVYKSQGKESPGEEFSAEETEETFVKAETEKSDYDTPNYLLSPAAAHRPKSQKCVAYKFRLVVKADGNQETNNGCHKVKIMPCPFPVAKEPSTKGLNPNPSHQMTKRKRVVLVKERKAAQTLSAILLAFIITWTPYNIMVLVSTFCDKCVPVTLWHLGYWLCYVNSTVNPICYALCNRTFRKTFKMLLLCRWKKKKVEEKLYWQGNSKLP
IDE inh – cellular human IDE inhibition. P14735. HEK cells, FAbetaB cleavage, fluorescence polarization. inhibition, % at 5.59 µM. 320,000 compounds, 0.41% hits. AID 434962;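 active means percent inhibition above the average of all tested compounds plus 3 SD, set per screening campaign, cut at about 16% in these data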;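 further: IDE supplied by intact live HEK cells; FP after avidin binding of uncleaved biotin substrate so inhibition keeps polarization high; 0% = DMSO wells and 100% = 60 µM reference IDE inhibitor Ii1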
CRFBP-R2 block – blocks CRF-induced signaling of the CRF-BP/CRF-R2 complex. HEK293 CRF-R2/CRF-BP, CRF-induced calcium fluorescence. inhibition, % at 11.8 µM. 350,000 compounds, 0.59% hits. AID 588475;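 active means inhibition of the ligand-induced calcium signal above about 50% at the single tested concentration, limit read from the data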
CHRM5 agonist – agonists of human muscarinic M5 receptor (CHRM5); P08912; CHO-K1 hM5 cells, Fluo-8 calcium fluorescence; 0% DMSO wells, 100% maximal acetylcholine response; activation, % at 3 µM; 360,000 compounds, 0.19% hits; AID 624037;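 active means activation above the run's mean over test compounds plus 3 SD, cut at about 23% in these data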;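 further: signal is peak over basal fluorescence ratio across the kinetic read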
CHRM4 antagonist – CHRM4 antagonism in calcium assay. P08173. CHO-hM4 cells, ACh EC80, Fluo-8 calcium fluorescence. inhibition, % at 3 µM. 360,000 compounds, 0.73% hits;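 active means inhibition above its plate's cutoff, the mean inhibition of sample wells plus 3 SD, cut at about 27% in these data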;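 further: 0% = acetylcholine EC80 with DMSO and 100% = DMSO without agonist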
Target sequence (P08173 whole entry, looked up): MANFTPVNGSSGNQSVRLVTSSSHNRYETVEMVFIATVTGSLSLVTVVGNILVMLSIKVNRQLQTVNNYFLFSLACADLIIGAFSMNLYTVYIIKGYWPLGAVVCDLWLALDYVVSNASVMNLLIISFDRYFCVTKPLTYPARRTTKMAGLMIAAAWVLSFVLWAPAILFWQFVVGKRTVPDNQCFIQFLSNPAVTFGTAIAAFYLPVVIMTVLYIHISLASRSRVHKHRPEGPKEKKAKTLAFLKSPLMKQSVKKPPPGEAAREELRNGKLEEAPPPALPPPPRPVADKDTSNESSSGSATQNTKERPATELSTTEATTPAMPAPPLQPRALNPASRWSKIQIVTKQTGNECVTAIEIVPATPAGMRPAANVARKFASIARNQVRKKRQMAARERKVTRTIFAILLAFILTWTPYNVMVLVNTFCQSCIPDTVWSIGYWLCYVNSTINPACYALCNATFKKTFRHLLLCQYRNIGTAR
M4 ag – CHRM4 agonism in calcium assay; P08173; CHO-K1 hM4/Gqi5, Fluo-8 calcium fluorescence; vehicle 0%, full acetylcholine response 100%; activation, % at 3 µM; 360,000 compounds, 0.14% hits; AID 624127;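 active means activation above the run mean over all test wells plus 3 SD, cut at about 32% in these data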;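 further: peak over basal fluorescence ratio per well then scaled between controls; 0% = DMSO wells and 100% = acetylcholine at EC100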
M4 PAM – positive allosteric modulators of human muscarinic M4 receptor. CHO-K1 hM4/Gqi5, Fluo-8 calcium fluorescence, ACh EC20; 0% = ACh EC20, 100% = maximal ACh. activation, % at 3 µM. 360,000 compounds, 0.4% hits. AID 624126;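 active means activation above its plate's cutoff, the mean activation of sample wells plus 3 SD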; further: some results filed as inactive read as strong as hits
M5 PAM – CHRM5 positive allosteric modulation | P08912 | CHO-K1 hM5, Fluo-8 calcium, ACh EC20 PAM; 0% = ACh EC20, 100% = ACh EC100 | activation, % at 3 µM | 360,000 compounds, 0.3% hits | AID 624038;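 active means activation above the run cutoff, the mean activation of all test compounds plus 3 SD, cut at about 18% in these data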
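system = human M5 receptor in CHO-K1 cells | reagent = EC20 acetylcholine as agonist stimulus | compound dosing = single-point, 3 µM nominal | incubation = Fluo-8 loading 80 min at 37 °C plus 30 min room temperature | detection = Fluo-8 calcium dye fluorescence, kinetic read | benchmarks = low control EC20 acetylcholine (0%), high control EC100 acetylcholine (100%)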
* = called active by the depositor; nt = not tested or not shown. An unsorted share of the library; any-hit rate near 2.9%.

1	O=C(NCCSc1ncc(-c2ccc(F)cc2)[nH]1)c1ccc2c(c1)OCO2
2	CCC(N=c1cc(-c2ccc(OC)c(OC)c2)oc2ccc(C)cc12)C(=O)O (configuration not stated)
3	CN(Cc1ccccc1)C(=O)c1ccc2c(c1)NC(=O)C(N1CCOCC1)S2 (configuration not stated)
4	COCCNC(=S)N1CCc2cc(OC)c(OC)cc2C1COc1ccc(F)cc1 (configuration not stated)
5	Cc1cccc(-c2ncc(CN3CCN(CC(C)C)C(CCO)C3)cn2)c1 (configuration not stated)
6	CCCCNC(=O)C1(C)CCCCN1C(=O)c1ccc(C)c(F)c1 (configuration not stated)
7	CCc1cccc(NC(=O)[C@@H]2CCCN2C2=NS(=O)(=O)c3ccccc32)c1
8	CCOC(=O)c1c(C)n(C)c2ccc(O)c(CN3CCCCC3)c12
assay / entry	1	2	3	4	5	6	7	8
CRFBP-R2 agonist	-0.7	0.2	0.7	0.2	-1.6	nt	-0.1	0.9
M5 antag	8	0	-1	-3	6	-1	3	-9
IDE inh	-1	10	nt	-4	-1	nt	1	-4
CRFBP-R2 block	-3	10	-11	21	-11	nt	-6	-11
CHRM5 agonist	-2	0	8	-5	-3	0	2	-3
CHRM4 antagonist	-3	2	-8	-3	6	-4	-12	4
M4 ag	2	2	3	10	2	1	2	1
M4 PAM	3	3	10	4	2	4	6	-4
M5 PAM	-2	7	4	-6	-4	2	-1	-5

9	CCSc1nc2c(c(=O)[nH]c(=O)n2C)n1C
10	O=C(NCc1ccc(F)cc1)C1CCC(CNc2c(N3CCCCC3)c(=O)c2=O)CC1 (configuration not stated)
11	CN(CCN1CCOCC1)Cc1nc(-c2ccc(Cl)cc2)no1
12	CC(C)(C)c1ccc(CC(=O)N2CCC2(C)C(=O)O)cc1 (configuration not stated)
13	CCCCc1ccc(NC(=O)CSc2nc(=O)n3cc(C)ccc3n2)cc1
14	CC(=O)Nc1cccc(-c2nc3ccc(NC(C)=O)cc3[nH]2)c1
15	O=C1N=C(N2CCOCC2)S/C1=C/c1cc2c(cc1[N+](=O)[O-])OCO2
16	Cc1ccc(-n2ncc3c2CC(C)(C)CC3NC(=O)Cc2c(C)noc2C)cc1 (configuration not stated)
assay / entry	9	10	11	12	13	14	15	16
CRFBP-R2 agonist	0.7	0.1	6.1	nt	-1.5	0.0	-1.2	-0.7
M5 antag	2	10	7	-1	-1	-4	0	-3
IDE inh	10	4	2	nt	2	5	-1	-3
CRFBP-R2 block	-7	21	-7	nt	3	6	-5	2
CHRM5 agonist	1	0	1	1	2	1	-1	-3
CHRM4 antagonist	0	0	-3	1	-1	2	2	-6
M4 ag	1	1	3	0	1	0	1	0
M4 PAM	1	1	-6	0	16	-3	6	11
M5 PAM	4	1	-4	0	2	0	4	7

17	CCc1c(C)n([O-])c2c([n+]1=O)CCCCC2
18	Cc1ccccc1C1CC(c2ccc(F)cc2)Nc2nc(N)nn21 (configuration not stated)
19	CC(CC(=O)Nc1ccccc1)NCCCN1CCCC1=O (configuration not stated)
20	Cc1ccc(-n2nc3c(c2NC(=O)C(C)C)CS(=O)(=O)C3)cc1
21	Cc1cc(=O)oc2cc(OCC(=O)NCCCN3CCCC3=O)c(Cl)cc12
22	Cc1cc(C)cc(NC(=O)c2ccc(CNc3c(N4CCOCC4)c(=O)c3=O)cc2)c1
23	COc1cccc(C(=O)Nc2cccc(SC)c2)c1
24	CCOc1ccc(C(C(=O)NC2CCCC2)N(CCOC)C(=O)CNC(=O)c2ccco2)cc1 (configuration not stated)
assay / entry	17	18	19	20	21	22	23	24
CRFBP-R2 agonist	-1.8	27	0.5	-0.1	-0.8	0.3	-2.8	-0.2
M5 antag	-10	4	18	4	8	8	7	9
IDE inh	1	-2	4	0	3	9	3	-5
CRFBP-R2 block	12	-29	-4	8	5	0	24	5
CHRM5 agonist	-5	5	-6	-4	-3	0	-8	-1
CHRM4 antagonist	-1	-9	10	1	-13	-1	-3	4
M4 ag	0	3	1	1	0	0	2	1
M4 PAM	2	8	-5	0	7	-3	11	1
M5 PAM	-1	1	-6	-3	0	-3	4	-3

25	O=C(O)CNC(=S)N(Cc1ccc(F)cc1)C1CCCCC1
26	O=C(NNC(=O)c1ccccc1OCc1ccccc1Cl)c1csc(N2CCOCC2)n1
27	O=C(NCc1ccco1)C(=S)N1CCCCC1
28	Cc1ccc(NS(=O)(=O)c2cccc(C(=O)NC3CCN(Cc4ccccc4)CC3)c2)cc1
29	COc1ccc(Br)cc1CN(C)C(=O)Cc1ccc(S(=O)(=O)N2CCOCC2)s1
30	CC(C)CC(=O)Nc1ccccc1N1CCOCC1
31	CC(NC(=O)[C@H](C)NC(=O)N1CCn2c1nc1ccccc12)c1ccccc1 (some centres not stated)
32	Cc1ccc(CN2CC(C(=O)Nc3nnc(SCc4c(Cl)cccc4Cl)s3)CC2=O)cc1 (configuration not stated)
assay / entry	25	26	27	28	29	30	31	32
CRFBP-R2 agonist	0.6	0.1	-3.3	-0.8	-1.8	-4.3	-0.4	-1.6
M5 antag	-4	17	7	6	1	-5	-1	3
IDE inh	-1	9	1	nt	2	-3	2	3
CRFBP-R2 block	2	3	4	-16	7	11	-20	-1
CHRM5 agonist	-6	2	0	-2	-1	-7	-4	0
CHRM4 antagonist	-2	6	2	1	-10	-6	7	-1
M4 ag	1	12	2	11	8	0	1	0
M4 PAM	4	-7	2	0	-2	14	2	5
M5 PAM	-12	-3	0	2	3	7	6	3

33	COc1ccc2oc(C(=O)OCC(=O)N(C)c3ccccc3)c(C)c2c1
34	COc1cc(NC(=S)Nc2ccc(Br)cc2Cl)c(OC)cc1Cl
35	Cc1ccc2c(c1)[nH]c1c(N3CCN(Cc4ccccc4)CC3)ncnc12
36	COc1cccc(-c2nnc(Nc3nc4c(F)cccc4s3)o2)c1
37	O=Cc1cc(Cl)ccc1OCCN1CCC(Cc2ccccc2)CC1
38	CC(C)NC(=S)N=Nc1c(O)[nH]c2ccc(C(C)C)cc12
39	O=C(Nc1nnc(SCc2ccc(F)cc2)s1)c1ccc2c(c1)C(=O)N(c1ccccc1Cl)C2=O
40	CC(=O)OCC(=O)Nc1ccc([N+](=O)[O-])cc1Cl
assay / entry	33	34	35	36	37	38	39	40
CRFBP-R2 agonist	-0.4	0.6	-0.7	-0.8	0.1	-0.9	2.4	-1.2
M5 antag	10	-5	22	-14	7	4	3	1
IDE inh	-1	0	13	1	-1	6	-2	0
CRFBP-R2 block	9	14	-19	24	-40	12	3	6
CHRM5 agonist	-4	-4	2	-3	-20	-8	-2	-1
CHRM4 antagonist	2	-14	12	-28	12	-2	-4	8
M4 ag	1	0	18	1	2	-2	1	0
M4 PAM	-4	1	-20	12	-17	-7	1	0
M5 PAM	-9	-2	-14	1	-12	-12	2	-1

41	CS(=O)(=O)N(CC(O)CON=C1c2ccccc2-c2ccccc21)c1ccc(F)cc1 (configuration not stated)
42	CCCc1cnc(N2CCN(C(=O)c3ccc(F)cc3)CC2)nc1
43	Cn1c(=O)c2[nH]c(CCNC(=O)c3ccccc3)nc2n(C)c1=O
44	CC(=O)Nc1cccc(S(N)(=O)=O)c1C
45	Cc1ccc(S(=O)(=O)NC(=O)c2cc(C)n(CCCN3CCOCC3)c2C)cc1
46	Clc1ccc(Nc2ccc(-n3ccnc3)nn2)cc1Cl
47	Cc1ccc(S(=O)(=O)NCc2ccc3c(c2)OCO3)cc1C
48	CCN(C(=O)COC(=O)CCn1c(C)csc1=O)c1c(N)n(Cc2ccccc2)c(=O)[nH]c1=O
assay / entry	41	42	43	44	45	46	47	48
CRFBP-R2 agonist	0.0	6.7	-0.4	-0.2	-0.7	-0.5	0.5	0.3
M5 antag	3	5	16	-8	2	-3	14	-3
IDE inh	2	-2	nt	4	-1	8	-3	3
CRFBP-R2 block	-15	-16	11	7	3	-7	-3	2
CHRM5 agonist	0	-2	-1	4	-2	-3	-4	3
CHRM4 antagonist	21	6	9	-3	0	-17	-6	-7
M4 ag	15	2	0	1	1	6	3	2
M4 PAM	-16	-9	-4	-5	-4	19	-9	7
M5 PAM	-4	-2	-14	6	0	-6	-6	1

49	COc1ccc(CNC(=O)COc2ccc(S(=O)(=O)N3CCOCC3)cc2)cc1
50	CO/N=C/c1ccc(N2CCOCC2)c([N+](=O)[O-])c1
51	COc1ccc(-c2noc(CN(C)S(=O)(=O)c3ccccc3)n2)cc1OC
52	O=C(NCCCn1ccnc1)c1ccc(Cl)c(Cl)c1
53	CCOc1ccc(S(=O)(=O)N2CCN(C(=O)C3CC3C)CC2)cc1 (configuration not stated)
54	CC[C@@]12C(=O)N(c3cccc(Br)c3)C(=O)N1[C@H](c1ccc(Cl)cc1)[C@@H]1C(=O)N(C3CCCCC3)C(=O)[C@@H]12
55	CSCC(=O)NS(=O)(=O)c1ccc(C)cc1
56	CCCCN1C(=O)NC(c2ccc(OC)cc2)C(C(=O)OCc2ccccc2)=C1C (configuration not stated)
assay / entry	49	50	51	52	53	54	55	56
CRFBP-R2 agonist	2.9	-2.5	2.1	-1.6	-1.1	6.6	1.9	0.3
M5 antag	5	5	-7	5	-3	4	4	-1
IDE inh	9	-1	12	0	-3	1	0	6
CRFBP-R2 block	6	5	2	8	7	-24	-1	-3
CHRM5 agonist	5	-1	-2	1	2	-1	3	-5
CHRM4 antagonist	0	1	-5	-3	-21	-4	6	-10
M4 ag	1	-1	2	1	4	1	1	2
M4 PAM	-2	4	7	2	1	1	-2	1
M5 PAM	-5	6	3	-6	5	3	-19	1

57	COc1cc2c(C#N)c(N3CCCCC3)nc(N)c2c(N)n1
58	COc1ccc2cc(C(=O)OC(C)C)sc(=O)c2c1OC
59	CCOc1ccc(S(=O)(=O)N2CC(=O)Nc3ccccc32)cc1C#N
60	COc1ccc(CCN=C(C)c2cc(C)c(C)cc2O)cc1OC
assay / entry	57	58	59	60
CRFBP-R2 agonist	-0.4	-0.5	0.4	-0.6
M5 antag	-12	-6	4	2
IDE inh	3	7	0	6
CRFBP-R2 block	-18	-5	2	-5
CHRM5 agonist	0	0	-3	1
CHRM4 antagonist	-12	5	5	6
M4 ag	1	2	2	0
M4 PAM	11	-7	-4	-6
M5 PAM	3	5	0	2

6 compounds drawn at random from those above, as already listed:
14	CC(=O)Nc1cccc(-c2nc3ccc(NC(C)=O)cc3[nH]2)c1
4	COCCNC(=S)N1CCc2cc(OC)c(OC)cc2C1COc1ccc(F)cc1 (configuration not stated)
44	CC(=O)Nc1cccc(S(N)(=O)=O)c1C
43	Cn1c(=O)c2[nH]c(CCNC(=O)c3ccccc3)nc2n(C)c1=O
47	Cc1ccc(S(=O)(=O)NCc2ccc3c(c2)OCO3)cc1C
5	Cc1cccc(-c2ncc(CN3CCN(CC(C)C)C(CCO)C3)cn2)c1 (configuration not stated)
assay / entry	14	4	44	43	47	5
CRFBP-R2 agonist	0.0	0.2	-0.2	-0.4	0.5	-1.6
M5 antag	-4	-3	-8	16	14	6
IDE inh	5	-4	4	nt	-3	-1
CRFBP-R2 block	6	21	7	11	-3	-11
CHRM5 agonist	1	-5	4	-1	-4	-3
CHRM4 antagonist	2	-3	-3	9	-6	6
M4 ag	0	10	1	0	3	2
M4 PAM	-3	4	-5	-4	-9	2
M5 PAM	0	-6	6	-14	-6	-4

High-throughput results: PubChem, several laboratories
